# mcGAS inh = blocks mouse cGAS activity. Q8C6L5. recombinant cGAS, Kinase-Glo ATP depletion luminescence. inhibition, % at 12.5 µM. hit rate 0.15% among 160,000. AID 1259399;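 also: 0% = negative control wells and 100% = reference inhibitor with no enzyme activity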
# NPYLR7 agonist = mosquito NPYLR7 agonism; hit rate 0.15% among 270,000; HEK293T NPYLR7/Galpha15, GCaMP6s calcium fluorescence; activation, % at 10 µM; in the data active = activation above about 40%;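 also: 0% = vehicle and 100% = reference agonist at the receptor; some compounds past the cut are filed as inactive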
# hcGAS lum = inhibitors of human cGAS. Q8N884. recombinant h-cGAS, ATP depletion, Kinase-Glo luminescence. inhibition, % at 12.5 µM. hit rate 0.081% among 290,000. AID 1259398;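 also: 0% = vehicle reaction and 100% = reaction without DNA for no activity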
# Target sequence (Q8N884 whole entry, looked up): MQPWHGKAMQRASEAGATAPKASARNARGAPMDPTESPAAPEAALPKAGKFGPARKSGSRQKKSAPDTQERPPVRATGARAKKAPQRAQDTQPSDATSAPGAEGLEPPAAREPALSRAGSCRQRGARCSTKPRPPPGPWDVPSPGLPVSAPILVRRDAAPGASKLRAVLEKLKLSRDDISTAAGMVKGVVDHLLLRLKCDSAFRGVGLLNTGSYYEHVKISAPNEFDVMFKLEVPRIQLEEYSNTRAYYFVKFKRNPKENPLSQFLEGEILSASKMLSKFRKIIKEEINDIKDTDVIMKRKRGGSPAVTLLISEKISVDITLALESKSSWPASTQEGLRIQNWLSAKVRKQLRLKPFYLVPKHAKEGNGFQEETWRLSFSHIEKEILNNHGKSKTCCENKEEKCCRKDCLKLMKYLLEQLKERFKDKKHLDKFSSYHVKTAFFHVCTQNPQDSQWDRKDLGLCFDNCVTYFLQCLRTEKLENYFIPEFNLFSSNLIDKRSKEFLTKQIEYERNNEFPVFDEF
# Active calls of the source: *; · = no result given; & = joins results of further samples. Rule as the data show it, unless noted: active = inhibition above about 40%; inactive = the rest. Rows are unselected. Share with any hit: about 0.26%.
No.	mol	mcGAS inh	NPYLR7 agonist	hcGAS lum
1	COc1ccc(-c2cc3nc(C)cc(N4CCCCC4)n3n2)cc1OC	-6	1	-2
2	Cn1c(=O)c2c(SCc3ccccc3)nc(C3CC3)nc2n(C)c1=O	·	6	-3
3	CCOc1ccccc1CNCc1cnc(SC)nc1N1CCCC1	-4	20	-4
4	CCOC(=O)C1C(c2ccc(Cl)cc2)C(C#N)C(SC)=NC1(O)c1ccccc1 (stereo not drawn)	·	2	-1
5	CC1C(=O)N(c2cccc(C(F)(F)F)c2)CCN1C(=O)Nc1cccc(Cl)c1 (stereo not drawn)	-5	1	-5
6	CC(C)c1nnc2n1CCN(C1CCCc3ccccc31)C2 (stereo not drawn)	·	0	-11
7	CC1=NN(c2ccccc2)C(=O)/C1=C\c1ccc(-c2ccccc2C(=O)O)o1	34	-4	-10
8	COCCN(CC(=O)N(CCc1c[nH]c2ccccc12)Cc1ccc(F)cc1)C(=O)C1C[C@H]1c1ccccc1 (stereo partly drawn)	-2	19	-1
9	O=c1ccc(-c2ccccc2)nn1Cc1ccccc1	·	7	-8
10	COc1cc(/C=C2/SC(=Nc3cc(C)cc(C)c3)NC2=O)cc(Br)c1OC	1	-7	1
11	CCOC(=O)C1=C(C)NC2=C(C(=O)CC(c3ccc(Cl)cc3)C2)C1c1ccc(Cl)cc1 (stereo not drawn)	·	-3	-1
12	Cc1ccc(C(=O)N(Cc2cccnc2)Cc2nccn2Cc2ccccc2F)cc1	-4	6	7
13	CCOC(=O)c1nc2ccccc2nc1N1CCCN(C(=O)COCc2ccccc2)CC1	-8	3	-6
14	Cc1cc(C(=O)NNCc2ccccc2)no1	-5	-3	-6
15	Clc1ccc(COC(Cn2ccnc2)c2ccc(Cl)cc2Cl)cc1 (stereo not drawn)	-4	-4&-12&-14&1	-8&4&1&2
16	CN(Cc1cn[nH]c1-c1ccc(F)cc1)C(=O)c1ccc(-n2cnnc2)cc1	-16	2	-4
17	Cc1cccc(C(=O)N(CCCN(C)C)CC2CCN(C3Cc4ccccc4C3)CC2)c1	-7	1	1
18	CCc1noc(Cn2nc(C)c(C)c(C#N)c2=O)n1	-18	3	-8
19	CC(C)c1nnsc1CNC(=O)c1ccc(CSc2ncccn2)o1	·	4	-4
20	O=C(c1ccc(Cl)cc1)N1CCCC(OCc2ccccc2)C1 (stereo not drawn)	·	1	5
21	Cc1cc(C)c(-c2cncc(C(=O)N3CCCCC3)n2)c(C)c1	·	-2	-3
22	COc1ccc(-c2nc3cccc(C)n3c2NC(C)(C)C)cc1	-4	2	-2
23	CC(NC(=O)Nc1cnc(C(C)(C)C)nc1)c1ccc(F)cc1F (stereo not drawn)	·	2	-17
24	O=C1CCCC(=O)C1CC1C(=O)CCCC1=O	-4	-1	-4
25	O=C(c1ccc2oc(CCc3ccccc3)nc2c1)N1CCCC1c1ccccn1 (stereo not drawn)	·	7	-8
26	COc1cccc(-c2cc(C(=O)N3CCN(Cc4ccccc4)CC3)nc3cc(C(C)(C)C)nn23)c1	-11	11	-3
27	COCCN(Cc1cccs1)C(=O)c1cnc2ccccn2c1=O	-12	-1	-9
28	Cc1noc(C)c1NC(=O)c1cccc(CN(C)C(C)c2ccco2)c1 (stereo not drawn)	·	-3	-7
29	CC(C)c1ncc(C(=O)N2CCCC(CCc3ccccc3F)C2)cn1 (stereo not drawn)	-3	·	7
30	O=C(CS(=O)(=O)c1ccc(F)cc1)N(Cc1ccccn1)c1nc2ccccc2s1	-1	-6	-4
31	CCN(C(=O)c1cc(-c2ccccc2)nc2c1cnn2CC)C1CC1	·	11	-11
32	CCN(CC)S(=O)(=O)c1ccc2c(c1)nc(SCc1cc(OC)c(OC)cc1F)n2C(C)C	0	22	1
33	CCCc1cc(=O)n(CC(=O)NC2CCCCC2)c(-n2nc(C)cc2C)n1	-8	8	-9
34	COc1cccc(N2CCN(C(=O)c3cccc(F)c3)C(C)C2=O)c1 (stereo not drawn)	-5	8	-10
35	COc1ccc(CN(Cc2cccn2Cc2ccccc2F)C(C)C(C)C)cc1 (stereo not drawn)	-4	0	-2
36	COC(=O)CN(C#N)c1nc(NCc2ccccc2)nc(OC)n1	14	-1	1
37	Fc1ccc(Cn2ncc3c2CN(c2nnnn2-c2ccccc2)C3)cc1	-20	28	-2
38	CC(SCc1nn(-c2ccc(F)cc2)c2c1CCC2)C(N)=O (stereo not drawn)	·	6	-6
39	CCCCN(C)S(=O)(=O)NC(C)Cc1ccco1 (stereo not drawn)	·	-3	16
40	CCOC(=O)c1nn(C)c2c1CNCC2	-10	2	-3
41	C=CCOC1C[C@](OCc2ccc(F)cc2)(C(=O)NCC2CCCO2)C[C@H]2OC(C)(C)O[C@@H]12 (stereo partly drawn)	-5	1	0
42	Cn1cnnc1SCC#CCO	·	1	-6
43	COC(=O)c1cc(C(C)C)nc2c1c(-c1ccccc1)nn2C1CCS(=O)(=O)C1 (stereo not drawn)	·	10	-8
44	Cc1nc(N=Nc2ccc(S(=O)(=O)O)cc2S(=O)(=O)O)c(COP(=O)(O)O)c(C=O)c1O	-5	0	5
45	Cc1ccc(C(=O)Nc2ccc(N3CCCC3)c(C(=O)NCC3CCCO3)c2)cc1[N+](=O)[O-] (stereo not drawn)	0	-9	1
46	CCc1nc2ccc(C(=O)Nc3cc(-c4ccccc4)ccc3OC)cn2c1N(C)CCN1CCOCC1	-4	15	-6
47	COCCN(CC(=O)N1CCc2sccc2C1c1ccc(Cl)cc1Cl)S(=O)(=O)c1ccc(F)cc1 (stereo not drawn)	1	-6	4
48	O=C(c1cccc(-c2ccc(O)cc2)c1)N1[C@@H]2CC[C@H]1CC(O)C2 (stereo partly drawn)	·	-1	-7

# In the list so far, 3 contain a tert-butyl group.
No.	mol	mcGAS inh	NPYLR7 agonist	hcGAS lum
22	COc1ccc(-c2nc3cccc(C)n3c2NC(C)(C)C)cc1	-4	2	-2
23	CC(NC(=O)Nc1cnc(C(C)(C)C)nc1)c1ccc(F)cc1F (stereo not drawn)	·	2	-17
26	COc1cccc(-c2cc(C(=O)N3CCN(Cc4ccccc4)CC3)nc3cc(C(C)(C)C)nn23)c1	-11	11	-3

# (more compounds)
No.	mol	mcGAS inh	NPYLR7 agonist	hcGAS lum
49	C=CCN1C(=O)NC(c2cccc(Cl)c2)C2=C1CN(CC(=O)NC1CCCc3ccccc31)C2=O (stereo not drawn)	-5	-3	-6
50	NC(=O)c1noc(CN2CCCCC2CCN2CCOCC2)n1 (stereo not drawn)	-16	-1	-3
51	O=C(Nc1cccc(-c2nc3ccccc3o2)c1)c1cc([N+](=O)[O-])ccc1Cl	-6	-14	-5
52	Cn1cnnc1CCNC(=O)c1cc(Cl)ccc1OC1CCCC1	-17	1	-7
53	c1cc(CN2CCOCC2)cc(-c2ccc(NC3CCCC3)nn2)c1	·	10	-5
54	C=CCN1CCN(c2cc(C)ccc2F)C(=O)C1C (stereo not drawn)	-6	-1	-4
55	c1cncc(-c2nc3c(c(NCCC45CCCN4CCC5)n2)CCNC3)c1	·	-16	-1
56	CSc1nc(NC(C)C)c2cnn(CCNC(=O)c3cc4ccccc4o3)c2n1	-5	·	-3
57	Cn1cnc(S(=O)(=O)Nc2ccc3c(c2)Cc2ccccc2-3)c1Cl	-15	3	-5
58	CN(c1ncccc1C(=O)N1[C@@H]2CC[C@H]1CNC(=O)C2)C1CCCCC1	-15	1	-3
59	O=S(=O)(Nc1cccc2cccnc12)c1ccc(Br)cc1Cl	·	-1	-1
60	COC(=O)C1C(C)=NC2=C(C(=O)CC(C)(C)C2)C1c1ccsc1 (stereo not drawn)	-2	7	-2
61	CCCn1ccnc1SC(C)C(=O)NC(N)=O (stereo not drawn)	·	1	-6
62	Cc1nc(CCNC(=O)c2ccccc2NCc2sccc2C)cc(=O)[nH]1	·	0	-8
63	Cc1cc(CC(C)NS(=O)(=O)NCc2ccccc2)n[nH]1 (stereo not drawn)	·	-5	0
64	COc1cccc(-c2cc(-c3ccc(C(=O)NCCF)cc3)[nH]n2)c1	-5	13	-4
65	COc1ccc(OC)c(CN2CCCn3cccc3C2c2ccc(OC)c(OC)c2)c1 (stereo not drawn)	-5	19	-6
66	COc1ccc(Cl)cc1C(=O)NCCNc1ccc(Nc2cc(C)ccn2)nn1	·	11	-5
67	CCn1c(C2CCN(C(=O)Cc3cn4ccsc4n3)CC2)n[nH]c1=O	-10	3	-3
68	c1ccc(C2CCCCN2Cc2nc(-c3cnccn3)no2)nc1 (stereo not drawn)	-7	1	1
69	COc1cc(CN2C(=O)C(C)Sc3ccc(C#N)cc32)cc(OC)c1 (stereo not drawn)	·	5	4
70	CC(C)OC(=O)Cn1cnc([N+](=O)[O-])n1	-3	7	0
71	c1ccc2c(c1)nc1n2CN(CC2CCCO2)CN1 (stereo not drawn)	·	3	2
72	CCC(NC(C)c1ccc(C(F)(F)F)cc1)C(N)=O (stereo not drawn)	·	-8	-8
73	CSc1ccccc1NC(=O)CCC(=O)N1CCC[C@H]1CO	-11	-6	-5
74	COCCC(=O)Nc1ccc2c(c1)CN(CCC(C)c1ccc(C)o1)CC2 (stereo not drawn)	·	11	-9
75	CCN(CC)C(=O)C1N(C(C)C)C(=O)C12CCCC2 (stereo not drawn)	-3	·	-5
76	CC(=O)c1ccc(NC(=O)c2cnn3c(C(F)(F)F)cc(-c4ccc(F)cc4)nc23)cc1	-5	-6	-5
77	CCn1nnc2c(=O)n(C)cnc21	·	0	-3
78	Cc1ccc(N(C)CCn2c(C)csc2=O)c(C)c1	·	0	-7
79	COc1ccccc1CN1CCn2nc(C(=O)NCCCc3ccccc3)cc2C1=O	-2	3	-1
80	COc1ccccc1CN(CC(=O)N(CCc1c[nH]c2ccccc12)Cc1ccc(C(C)(C)C)cc1)CC(C)C	1	9	-1
81	COc1ccccc1Oc1ncccc1CNC(=O)c1cscn1	·	8	-6
82	CC(C)Oc1ccccc1-c1cccc(CN2CCOCC2)c1	·	-2	-1
83	Cc1cc(N2CCN(CC3=NS(=O)(=O)c4ccccc4N3)CC2)nc(C(C)C)n1	·	8	-8
84	C=CCNC(=O)N1CCCN(C2=Nc3ccc(C)cc3Oc3ccc(C)cc32)CC1	-2	·	-1
85	O=C(CCn1nnc(-c2ccccc2)n1)N1CCCC(N2CCCC2=O)C1 (stereo not drawn)	·	-5	3
86	O=c1c(=O)n(-c2cccc3ccccc23)ccn1Cc1ccccc1	·	11	-4
87	O=C(Nc1sc2c(c1C(=O)O)CCC2)c1cccs1	·	0	3
88	CN1CCN(c2ncccc2CNC(=O)C2(c3ccccc3)CC2(C)C)CC1 (stereo not drawn)	-15	-1	-4
89	COc1ccc(CNC2CCCC2)cc1-c1ccc(O)cc1	-8	-3	-5
90	CC(C)Cc1c2c(nc3sc4c(c13)NC1(CCCCC1)NC4=O)CCCC2	-1	6	0
91	O=C(CNC(=O)C(c1ccccc1)c1ccccc1)N=Nc1c(O)n(CCc2ccccc2)c2ccccc12	1	-12	2
92	CCc1cnc(C)nc1N1CCCC(Cc2cccnc2)C1 (stereo not drawn)	-10	-2	-2
93	Cc1noc(C)c1N(C)C(=O)c1cccc2ncccc12	·	-2	-5
94	O=C(CSc1nnc2sc3ccccc3n12)Nc1ccc2ccccc2c1	-1	-6	-3
95	O=c1oc2ccccc2cc1S(=O)(=O)c1ccc(Cl)cc1	-4	4	-1
96	O=C(c1ccco1)N1CCN(c2nc(-c3ccccc3Cl)nc3cc(Cl)ccc23)CC1	-4	·	-4
97	O=C(NC1CCN(c2ccccc2C(=O)NCC2CCCO2)CC1)c1ccc(Cl)cc1 (stereo not drawn)	2	-14	13
98	Cc1ccc(CN(Cc2nnsc2Cl)C(C)C)o1	·	4	-8
99	Cc1cc(Cn2c(S(C)(=O)=O)nc3ccccc32)no1	·	12	2
100	Cc1cc(C)c(NC(=O)CNC(=O)CNC(=O)C(C)(C)C)c(C)c1	·	-15	1
101	COCCCN(Cc1nc2scc(-c3cc(C)ccc3C)c2c(=O)[nH]1)CC(O)Cc1ccccc1 (stereo not drawn)	-5	13	-6
102	NC(=O)C(Sc1nnc(N2CCCC2)n1-c1cccc(Cl)c1)c1ccccc1 (stereo not drawn)	·	6	-7
103	O=C(NCCC1=CCCCC1)c1ccc(-c2ccc3c(c2)OCCO3)s1	-7	3	-3
104	Cn1nc(-c2ccncc2)cc1NCc1ccc(OC(F)F)cc1	-16	-10	-9
105	COc1cn(CC(=O)NC2CCCC2)c(CN2CCCCCC2)cc1=O	-8	0	-5
106	COc1cc(=O)n(-c2ccccc2)nc1C(=O)Nc1ccccc1C	·	3	-8
107	Cc1ccc(F)c(S(=O)(=O)N2CCCC(N3C(C)CCC3C)C2)c1 (stereo not drawn)	3	-4	4
108	Cc1c(C)c(C)c(S(=O)(=O)Nc2c(C(=O)N3CCOCC3)oc3ccccc23)c(C)c1C	-1	-3	4
109	O=C1C(=O)N(CN2CCN(Cc3ccsc3)CC2)c2cc(N3CCCC3)ccc21	·	-5	-2
110	CC1C(=O)N(c2ccc([N+](=O)[O-])cc2)CCN1C(=O)C1CC1 (stereo not drawn)	·	0	-5

# A run of entries from further up, for reference:
No.	mol	mcGAS inh	NPYLR7 agonist	hcGAS lum
97	O=C(NC1CCN(c2ccccc2C(=O)NCC2CCCO2)CC1)c1ccc(Cl)cc1 (stereo not drawn)	2	-14	13
98	Cc1ccc(CN(Cc2nnsc2Cl)C(C)C)o1	·	4	-8
99	Cc1cc(Cn2c(S(C)(=O)=O)nc3ccccc32)no1	·	12	2
100	Cc1cc(C)c(NC(=O)CNC(=O)CNC(=O)C(C)(C)C)c(C)c1	·	-15	1
101	COCCCN(Cc1nc2scc(-c3cc(C)ccc3C)c2c(=O)[nH]1)CC(O)Cc1ccccc1 (stereo not drawn)	-5	13	-6

# Assay outcomes from PubChem BioAssay.
